NPSR antag: blocks cAMP signaling of the human neuropeptide S receptor; CHO-NPSR cells, cAMP TR-FRET, antagonist mode; Potency, µM (titrated, usually from 38.3 µM), for the others: at the highest dose activity change, negative = inhibition, most hits filed as inhibitors; AID 1461; 220,000 tested, 1% active; further: potency means the concentration at half of the fitted maximal effect; on the % scale 0 is the no-effect control and ±100 the full control effect; nearly all actives have a fitted effect of over 50% in size; many of its hits are not listed in these tables
Target sequence (Q6W5P4 whole entry, looked up): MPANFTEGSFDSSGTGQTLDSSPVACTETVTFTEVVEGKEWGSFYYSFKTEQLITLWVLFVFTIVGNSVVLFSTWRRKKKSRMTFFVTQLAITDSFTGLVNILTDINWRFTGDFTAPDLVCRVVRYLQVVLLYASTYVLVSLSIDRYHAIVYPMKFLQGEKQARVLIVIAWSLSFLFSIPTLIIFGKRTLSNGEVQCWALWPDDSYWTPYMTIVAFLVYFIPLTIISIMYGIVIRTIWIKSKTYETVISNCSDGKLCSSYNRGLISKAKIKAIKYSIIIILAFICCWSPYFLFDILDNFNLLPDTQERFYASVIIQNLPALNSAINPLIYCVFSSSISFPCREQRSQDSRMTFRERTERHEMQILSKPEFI
KinaseGlo FLuc: counter-screen: inhibitors of Kinase-Glo firefly luciferase; Kinase-Glo luciferase, ATP luminescence, 8 min; Potency, µM (top dose mostly 38.3 µM), inactives show at the highest dose activity change, negative = inhibition, usual class: inhibitors; 200,000 tested, 0.28% active; further: potency means the concentration at half of the fitted maximal effect; on the % scale 0 is the no-effect control and ±100 the full control effect; nearly all actives have a fitted effect of over 60% in size
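Luminescence was the read-out, taken after 8-minute incubation at ambient temperature. Luciferase turned over luciferin with 10 uM ATP in imidazole pH 7.2 buffer containing KCl, MgCl2, Tween 20 and BSA.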
Epigenetic reg: epigenetic control regulation, reporter derepression. murine LDR cells, GFP reporter derepression, 30 h. Potency, µM (top dose mostly 53.9 µM), without a hit: top-dose GFP activation, actives largely listed as activators. 280,000 tested, 0.2% active; further: potency means the concentration at half of the fitted maximal effect; % of control where 0% means no effect; nearly all actives have a fitted effect of over 60% in size
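GFP-positive cell count by laser-scanning cytometry (objects 20–120 um) after 30 h, 37 C compound exposure of murine LDR cells; reporter is CMV-GFP integrated at a silenced locus, inducible by HDAC or DNMT inhibitors.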
CBFb RUNX1 block: blocks binding between human CBF-beta and RUNX1 | Q01196+Q13951 | AlphaScreen CBFb-His/RUNX1-biotin binding, biochemical | Potency, µM (series often up to 59.8 µM), without a hit: at the highest dose activity, negative = inhibition, most hits filed as inhibitors | 230,000 tested, under 10 active | AID 1477; further: % of control where 0% means no effect
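Room-temperature protein-protein interaction test with 30 nM each of His-tagged CBF-beta and biotinylated RUNX1, 15 min with compound, then 90 min with nickel plus streptavidin beads. Signal read in AlphaScreen mode.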
IMPase Li inh: cell-permeable IMPase inhibitors with lithium potentiation. CHO-M1 cells, IP1 TR-FRET (IP-One), carbachol + lithium. Potency, µM (titrated, usually from 59.4 µM), inactives show top-dose activity, negative = IMPase inhibition, most hits filed as inhibitors. AID 1457. 210,000 tested, 0.35% active;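 further: IP1 builds up when IMPase is blocked and the TR-FRET signal falls; potency means the concentration at half of the fitted maximal effect; plate controls were basal vehicle for no effect and high inhibitor control for full effect; nearly all actives have a fitted effect of over 50% in size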
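Readout is a homogeneous TR-FRET IP1 immunoassay (Ex 320, Em 665 and 620), where raised cytosolic IP1 lowers signal. Cells were CHO-M1 treated 30 min at 37C with test compounds plus a little lithium; AC50 values came from Hill-equation fitting.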
GLA spleen mod: inhibits or activates alpha-galactosidase in human spleen homogenate; human spleen homogenate, 4MU-alpha-Gal fluorescence, 40 min; Potency, µM (highest dose often 80 µM), without a hit: top-dose activity change, negative = inhibition, hits mostly inhibitors; 240,000 tested, 0.008% active;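 further: potency means the concentration at half of the fitted maximal effect; 0% = enzyme with vehicle and -100% = no enzyme basal signal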
Target sequence (P06280 32-429 limits assumed): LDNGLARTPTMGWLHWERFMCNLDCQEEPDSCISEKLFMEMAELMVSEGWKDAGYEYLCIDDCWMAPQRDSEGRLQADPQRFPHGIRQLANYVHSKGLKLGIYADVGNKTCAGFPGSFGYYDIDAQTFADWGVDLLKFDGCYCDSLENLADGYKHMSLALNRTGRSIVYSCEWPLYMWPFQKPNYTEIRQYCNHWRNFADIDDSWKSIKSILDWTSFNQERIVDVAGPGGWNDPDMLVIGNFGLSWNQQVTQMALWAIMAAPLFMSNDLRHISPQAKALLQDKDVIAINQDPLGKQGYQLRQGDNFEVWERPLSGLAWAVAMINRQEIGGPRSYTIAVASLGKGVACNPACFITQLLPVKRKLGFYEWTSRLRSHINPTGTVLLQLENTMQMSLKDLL
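Inhibition or activation of alpha-galactosidase in human spleen homogenate is scored by 4-MU fluorescence after 40 min at 37C, pH 5.0, with 1 mM substrate. AC50s come from concentration-response fitted to the Hill equation.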
Lamin A splicing: modulators of lamin A splicing; HeLa LMNA splicing GFP/RFP minigene ratio, 48 h; Potency, µM (series often up to 46.1 µM), for inactives: top-dose ratio change, negative = inhibition, most hits filed as inhibitors; 200,000 tested, 0.01% active; AID 1487; active means well fitted inhibition curve with a large enough effect in the signal ratio, with a control signal flat, not every such curve was filed as active; inconclusive means small, poorly fitted or top-dose-only effect, or effect the other way, or a change in a side signal; the % refers to the signal ratio; further: potency means the concentration at half of the fitted maximal effect; on the % scale 0 is the no-effect control and ±100 the full control effect
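Read-out is the ratio of GFP to DsRed2 object intensity, acquired by 488 nm laser-scanning cytometry on HeLa lamin A-EGFP minigene reporter cells. Compound incubation 48 hrs at 37 °C in Opti-MEM with 2% FBS; DMSO 0.5% final.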
* marks the source's active call; other numbers are inactive results; u = inconclusive; x = not tested or not shown; & = joins results of further samples; [ ] = another dose, or the depositor's remark. Unless noted, the call rests on the fitted dose curve; in most records, active means well fitted curve in the direction sought with a large enough effect; inconclusive means small, poorly fitted or top-dose-only effect, or another doubt; inactive means no such curve, though single readings can be large; an effect the other way counts as inactive or inconclusive. A portion of the library; rates above refer to the full screens.

structure,NPSR antag,KinaseGlo FLuc,Epigenetic reg,CBFb RUNX1 block,IMPase Li inh,GLA spleen mod,Lamin A splicing
COc1ccc(C(=O)CSc2nnc(C3CC3)n2N)cc1,-13%[46.1 µM],0%,1.0%,-2%,1%[38.3 µM],4%,-1%
O=C(NN=C1CCCC1)c1[nH]c2ccc(Cl)cc2c1-c1ccccc1,u,x,1.3%,1%,x,8%,x
C1N2CN3CN1CN(C2)C3,x,-4%,-0.5%,14%,0%,9%,x
Cc1ccccc1NC(=O)CS(=O)(=O)c1cn(CC(=O)N2CCOCC2)c2ccccc12,12%,3%,-2.6%,2%,5%,1%,-6%[9.22 µM]
Cc1[nH]c2ccccc2c1/C=C(\C#N)S(=O)(=O)c1ccccc1,-24%[46.1 µM],1%,2.8%,-11%,45%[activator][38.3 µM],0%,8%
Cc1cc(C)nc(SCc2cc(=O)c(OC(=O)c3cc([N+](=O)[O-])ccc3Cl)co2)n1,-3%[46.1 µM],3%,0.0%,-5%,8%,2%,-7%
COC(=O)Cc1c(C)nc2nc(-c3ccc(Cl)cc3)[nH]n2c1=O,-15%[46.1 µM],6%,15%,-21%,19%[38.3 µM],-2%,23%
Cc1c(OCc2nn[nH]n2)ccc2c3c(c(=O)oc12)CCCC3,-5%[46.1 µM],-1%,-0.7%,-4%,-21%[38.3 µM],14%,-2%
COc1ccc(NC(=O)NCCN2C(=O)C3C4C=CC(C4)C3C2=O)cc1 (configuration not stated),8%,4%,-1.0%,3%,4%,6%,-17%
COC(=O)C1CCCN1C(C(=O)NC1CCCCC1)c1ccc(Cl)cc1 (configuration not stated),35%,0%,-1.9%,2%[2.36 µM],6%,-2%,-2%
Cc1noc(C)c1COC(=O)CCC(=O)c1ccc(F)cc1,-1%[46.1 µM],x,-12%,4%,x,-14%,-2%
COc1ccc(/C=N/Nc2nc(-c3cccnc3)nc3ccccc23)c(OC)c1,u,x,17%,4%,x,4%,x
C=C(C)COc1ccc(-c2[nH]ncc2-c2ccc(OC)cc2)c(O)c1,-39%,x,7.4%,5%,x,1%,x
O=C(N[C@@H](Cc1c[nH]c2ccccc12)C(=O)NC1CC1)c1ccccc1Cl,10%,0%,0.0%,0%,-1%,0%,-11%
CCCCOc1cccc(-c2nnc(NC(=O)CSc3ccc(C)cc3)s2)c1,3%,4%,1.0%,-5%,u,-1%,-9%
CC(C)(C)Nc1cccccc1=O,0%[46.1 µM],x,-6.1%,9%,x,-6%,14%
CC1(C)N=C(SCC(=O)Nc2ccc(Cl)cc2Cl)C(c2ccccc2)=N1,u,-3%,1.0%,6%,36%[activator][38.3 µM],0%,u
Cc1ccc(Cl)c(Nc2ccccc2C(=O)O)c1Cl,-15%,2%,-3.9%,-9%,10%&4%&-8%&25%&3%,20%,u
CC(C)(C)NC(=O)COC(=O)c1cc(F)c(F)cc1Cl,-4%[46.1 µM],-1%,0.0%,10%,4%[38.3 µM],-7%,3%
O=C(NCC(c1cccnc1)N1CCOCC1)c1ccc2c(c1)OCO2 (configuration not stated),-5%[46.1 µM],0%,-6.8%,5%,-6%,-4%,-7%
Cc1ccccc1CC1(CO)CCCN(Cc2nc(-c3cccs3)oc2C)C1 (configuration not stated),40%,-2%,-1.1%,0%,6%,-3%,x
O=C(Cc1ccccc1)Nc1cccc(C(=O)O)c1O,-1%,1%,-1.0%,1%,-9%,5%,u
COc1cccc(NC(=O)C(=O)N/N=C/c2cc(C)n(-c3ccc(Cl)c(Cl)c3)c2C)c1,5%[46.1 µM],-6%,0.8%,-5%,-3%[38.3 µM],5%,12%
CCc1ccc2c(CC(=O)Nc3nnc(C4CC4)s3)coc2c1,-9%[46.1 µM],-1%,-1.2%,3%,3%[38.3 µM],8%,0%
Cc1ccc(N(Cc2cc3cc(C)ccc3[nH]c2=O)C(=O)c2cccs2)cc1,-37%,2%,2.0%,-3%,-6%,-7%,-14%
O=C(NCc1cccs1)C(=O)c1cn(CC(=O)N2CCOCC2)c2ccccc12,0%,3%,-5.1%,9%,1%,-1%,6%[9.22 µM]
O=C(/C=C/c1ccccc1)c1c[nH]c2ccccc12,2%,x,0.1%,4%,x,2%,x
C=CCn1c(SCc2nc3c(c(=O)[nH]c(=O)n3CCCC)n2CCC)nnc1-c1ccccc1,-1%[7.67 µM],12%,-2.4%,-2%,6%[38.3 µM],-1%,2%
Cc1nc2cccnc2nc1C,17%,x,-0.1%,14%,x,4%,x
COC(=O)c1ccc(COC(=O)c2cnccn2)cc1,-18%,x,-1.2%,7%,2%,1%,x
CCOC(=O)c1ccc2c(c1)n(CC)c(C)[n+]2CC,12%,-4%,0.0%,1%,30%[activator],4%,u
COC(=O)c1cn(NC(=O)Cn2nc([N+](=O)[O-])c(Br)c2C)c(=O)c2ccccc12,4%,2%,0.4%,1%,0%,-3%,-3%[46 µM]
CC1(C)Oc2ccc3ccc(=O)oc3c2C[C@H]1O,19%,x,-1.1%,12%,x,5%,x
CCCC(=O)NC(c1cccs1)c1cc([N+](=O)[O-])c2cccnc2c1O (configuration not stated),-7%,0%,-1.0%,x,2%,19%,u
CCc1ccc(/C=C2\CN(CC)Cc3c2nc2ccccc2c3C(=O)O)cc1,-14%[46.1 µM],-1%,16µM*,0%,30%[38.3 µM],-1%,20%
Cc1nn(CC(=O)NCCc2ccccc2)c(=O)c2ccccc12,-17%[7.67 µM],-4%,1.6%,4%,1%[38.3 µM],8%,-4%
CC(CNC(=O)C(=O)NC(C)CCc1ccccc1)Cc1ccccc1 (configuration not stated),-6%[46.1 µM],-7%,0.0%,0%,10%[38.3 µM],1%,2%
C/C(CCC(C)C)=N\NS(=O)(=O)c1ccc(C)c([N+](=O)[O-])c1,6%,x,1.6%,-3%,x,4%,x
COc1cccc(-c2nnc3n2N=C(c2cccc(Br)c2)CS3)c1,12%[46.1 µM],-2%,-0.9%,0%,7%[38.3 µM],14%,10%
CCCn1c(-c2ccc(F)cc2)nc2c(NCC3CCN(C)CC3)nc(C)nc21,x,-2%,0.4%,22%,3%,1%,x
COc1ccccc1C(CNC(=S)NCc1ccccc1)N1CCCC1 (configuration not stated),-5%,-3%,-3.6%,19%,10%,-5%,x
OC(COCC1CC=CCC1)Cn1cnc2ccccc21 (configuration not stated),-14%[46.1 µM],-4%,-0.3%,-1%,3%[38.3 µM],0%,u
Cc1ccc(S(=O)(=O)N2CCC(C(=O)NCCc3ccc(S(N)(=O)=O)cc3)CC2)cc1,-10%[46.1 µM],17%,0.0%,1%,2%[38.3 µM],2%,-8%
Cc1nn(CC(=O)N2CCCc3ccccc32)c(C)c1[N+](=O)[O-],0%,1%,-1.1%,4%,-4%,0%,8%[46 µM]
c1ccc(-c2nc3ccccc3[nH]2)nc1,-39%,7.9µM*,0.0%,-20%,-14%,16%,u
CC(=O)c1c(N2CCCCC2)nc(=O)n(-c2ccccc2)c1C,-3%[46.1 µM],1%,1.3%,8%,15%[38.3 µM],3%,-6%
O=C(Nc1cccc2cccnc12)c1ccc2c(c1)OCCO2,-27%[46.1 µM],-9%,-3.1%,17%,36%[activator][38.3 µM],-2%,-3%
Cc1cccc(N2CCN(c3nc4ccccc4n4cnnc34)CC2)c1C,2%[46.1 µM],-1%,1.0%,-1%,23%[38.3 µM],-11%,1%
Cc1nc(SCCO)c2oc3ccccc3c2n1,-5%[46.1 µM],x,2.6%,17%,x,3%,-3%
Cc1ccc(S(=O)(=O)N2CCOCC2)cc1NC(=O)COC(=O)CCC(=O)c1cccs1,-10%[46.1 µM],0%,3.9%,-1%,-5%[38.3 µM],2%,-5%
COc1ccc(Nc2nc(C(F)(F)F)nc(C)c2C#N)cc1,-8%[46.1 µM],3%,0.0%,-2%,0%,1%,0%
O=C(Nc1cc([N+](=O)[O-])ccc1F)c1ccc2c(c1)OCCO2,-3%,x,5.1%,-4%,-8%,2%,x
Cc1ccccc1-c1c(C)oc2cc(O)ccc2c1=O,-14%[46.1 µM],8%,-1.0%,3%,-6%[38.3 µM],25%,4%
CC(=O)OCC(OC(C)=O)C(OC(C)=O)C(OC(C)=O)C(OC(C)=O)C(COC(C)=O)OC(C)=O (configuration not stated),x,-6%,-1.3%,17%,-4%,1%,x
CCN1CCN(C(=O)c2cc3c(s2)-c2ccccc2S(=O)(=O)C3)CC1,-8%[46.1 µM],6%,0.0%,-2%,13%[38.3 µM],2%,u
O=C(CSc1nc2ccccc2c2nc3ccccc3n12)NCc1ccco1,-30%[46.1 µM],4%,-3.4%,-9%,-14%,-5%,u
CCOC(=O)c1[nH]c2ccc(OC)cc2c1NC(C)=O,13%[46.1 µM],1%,0.0%,-2%,-7%[38.3 µM],4%,-1%
CC(C)n1c(Sc2nccn2C)nc2c1c(=O)n(C)c(=O)n2C,-6%[46.1 µM],-3%,-1.0%,-1%,16%[38.3 µM],6%,9%
Cc1ccc(C)c2c1[nH]c1ccc([N+](=O)[O-])cc12,1%[46.1 µM],-2%,0.8%,-4%,18%[38.3 µM],7%,u

Sorted by molecular weight (descending): some entries from above.
structure,NPSR antag,KinaseGlo FLuc,Epigenetic reg,CBFb RUNX1 block,IMPase Li inh,GLA spleen mod,Lamin A splicing
CCCn1c(-c2ccc(F)cc2)nc2c(NCC3CCN(C)CC3)nc(C)nc21,x,-2%,0.4%,22%,3%,1%,x
O=C(CSc1nc2ccccc2c2nc3ccccc3n12)NCc1ccco1,-30%[46.1 µM],4%,-3.4%,-9%,-14%,-5%,u
CCN1CCN(C(=O)c2cc3c(s2)-c2ccccc2S(=O)(=O)C3)CC1,-8%[46.1 µM],6%,0.0%,-2%,13%[38.3 µM],2%,u
